Screening results: PubChem BioAssay, The Scripps Research Institute Molecular Screening Center
CHO parental Ca = ATP-evoked calcium signal inhibitors, parental CHO, primary screen, counter-screen for OX1R antagonist project, cell-based, fluorescence, Fluo-8 calcium dye. parental CHO-K1, ATP-induced calcium, Fluo-8 fluorescence. inhibition, % at 5.6 µM. 330,000 compounds, 0.63% hits;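 active means inhibition above that plate's mean sample inhibition plus 3 SD, cut at about 26% in these data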;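 further: 0% = ATP-challenged DMSO wells and 100% = DMSO wells without ATP; some compounds past the cut are filed as inactive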
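Assay system: parental CHO cells; Read-out basis: percent inhibition of ATP-evoked calcium rise, normalized to controls; Benchmarks: ATP and no-ATP DMSO wells; Compound dosing: single nominal dose of 5.6 µM per compound; Signal: Fluo-8 calcium dye fluorescence; Also added: ATP as calcium-mobilizing challenge; Repeats: singlicate.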
OXTR potentiator = human OXTR potentiators, primary screen, fluorescence, CHO-OTR cells, Fluo-8 calcium; 320,000 compounds, 0.061% hits; Fluo-8 calcium fluorescence, potentiator mode; 0% = oxytocin EC15, 100% = EC100; activation, % at 3 µM;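 active means activation above that plate's cutoff, the mean activation of tested compounds plus 3 SD, cut at about 6.6% in these data, passing the limit was not always enough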;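 further: 100% uses oxytocin at 75 nM as the full agonist control; some results filed as inactive read as strong as hits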
Target sequence (P30559 whole entry, looked up): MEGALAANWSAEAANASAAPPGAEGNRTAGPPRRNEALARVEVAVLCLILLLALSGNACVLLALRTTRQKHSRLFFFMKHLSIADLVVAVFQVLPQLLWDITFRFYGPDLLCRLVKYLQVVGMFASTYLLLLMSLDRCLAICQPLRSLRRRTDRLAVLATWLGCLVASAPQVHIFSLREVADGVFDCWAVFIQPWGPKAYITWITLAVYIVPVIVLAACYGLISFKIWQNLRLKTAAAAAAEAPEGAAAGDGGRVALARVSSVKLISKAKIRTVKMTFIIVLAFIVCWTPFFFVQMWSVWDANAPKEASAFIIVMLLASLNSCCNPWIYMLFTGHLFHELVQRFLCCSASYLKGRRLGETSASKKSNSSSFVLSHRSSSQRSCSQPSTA
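Replication – single well per compound, singlicate · Assay system – CHO cell line stably expressing human OTR · Timing – 6 min pre-incubation, 100 s read · Measure – normalized max/min fluorescence ratio, % activation · Doses – 3.0 µM, one dose · Detection – Fluo-8 calcium dye fluorescence · Probe or stimulus – oxytocin near EC15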
V1R ag counter = agonists of human V1a receptor, primary screen, counter-screen for OXTR agonist project, fluorescence, CHO-V1R cells; Vasopressin V1a receptor (Homo sapiens), P37288; Fluo-8 calcium fluorescence, agonist mode; 0% DMSO, 100% 3 nM vasopressin; activation, % at 3 µM; 320,000 compounds, 0.25% hits; AID 2797, 2010;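 active means activation above the mean activation of all tested compounds plus 3 SD, per screening run, cut at about 20% in these data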;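 further: signal is peak over basal fluorescence ratio across a 100 second FLIPR read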
Target sequence (P37288 whole entry, looked up): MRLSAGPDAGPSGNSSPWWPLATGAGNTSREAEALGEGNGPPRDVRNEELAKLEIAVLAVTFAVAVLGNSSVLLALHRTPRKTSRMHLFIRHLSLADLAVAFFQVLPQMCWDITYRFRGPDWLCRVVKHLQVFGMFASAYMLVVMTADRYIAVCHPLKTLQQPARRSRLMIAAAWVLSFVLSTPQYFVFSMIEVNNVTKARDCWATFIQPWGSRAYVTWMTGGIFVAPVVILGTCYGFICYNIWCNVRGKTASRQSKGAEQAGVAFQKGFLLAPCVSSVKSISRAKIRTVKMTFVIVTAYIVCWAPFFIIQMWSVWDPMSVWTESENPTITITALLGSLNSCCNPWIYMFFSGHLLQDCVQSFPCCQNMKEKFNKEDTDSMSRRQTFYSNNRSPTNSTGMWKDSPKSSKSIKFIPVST
M1 ag = human M1 muscarinic receptor agonists, primary screen, Fluo-8 calcium fluorescence, CHO-K1 cells, HTS; CHO-K1 hM1, agonist mode; 0% DMSO, 100% acetylcholine EC100; activation, % at 3 µM; 360,000 compounds, 0.33% hits; AID 588814, 2011;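 active means activation above the run's mean compound activation plus 3 SD, cut at about 16% in these data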;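 further: peak over basal fluorescence ratio within a 140 s kinetic read after compound addition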
TAAR1 antag = human TAAR1 antagonists, primary screen, Fluo-8 calcium fluorescence, CHO RD-HGA16 cells | Trace amine-associated receptor 1 (Homo sapiens), Q96RJ0 | antagonist | inhibition, % at 3 µM | 360,000 compounds, 1.5% hits | AID 624466, 2012;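 active means inhibition above a per-plate cutoff, the mean inhibition of test compounds on that plate plus 3 SD, cut at about 49% in these data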;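 further: 0% = DMSO plus EC80 beta-PEA response and 100% = DMSO alone without agonist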
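Test system: RD-HGA16 CHO cells with stable hTAAR1 and Gα16 / Probe or stimulus: EC80 β-phenethylamine stimulus / Times: seeding 17-24 h prior, 75-min 37 °C, 30-min RT dye loading / Detection: Fluo-8 calcium-sensitive fluorescence / Read-out basis: % inhibition scaled between DMSO and EC80 PEA controls / Repeats: singlicate, one well per test compound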
TAAR1 agonist = human TAAR1 agonists, primary screen, Fluo-8 calcium fluorescence, CHO RD-HGA16 cells; Trace amine-associated receptor 1 (Homo sapiens), Q96RJ0; vehicle wells 0%, saturating PEA agonist 100%; activation, % at 3 µM; 360,000 compounds, 0.99% hits;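 active means activation above the mean activation of all test compounds in the run plus 3 SD, cut at about 38% in these data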
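test system = CHO RD-HGA16 cells carrying human TAAR1 plus Gα16 | schedule = 17-24 h seeding, 75 min 37 °C dye, 30 min RT | compound dosing = 3 µM single concentration | control set = DMSO and PEA EC100 | replicates = n 1 | signal = Fluo-8 fluorescence, 5 s baseline then 140 s kinetic read | measure = percent activation vs PEA EC100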
CHRM1 antagonist = human M1 muscarinic receptor antagonists, primary screen, CHO-K1 cells, Fluo-8 calcium fluorescence, 1536-well. 360,000 compounds, 1.3% hits. CHO-K1 hM1, ACh EC80 antagonist. Muscarinic acetylcholine receptor M1 (Homo sapiens), P11229. inhibition, % at 3 µM;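 active means percent inhibition above its own plate's cutoff, namely the mean of that plate's compound wells plus 3 SD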;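 further: peak over basal fluorescence ratio during 140 s after agonist addition; 0% = ACh EC80 plus DMSO and 100% = DMSO alone without agonist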
OXTR ag = human OXTR agonists, primary screen, fluorescence, CHO-OTR cells, Fluo-8 calcium | Oxytocin receptor (Homo sapiens), P30559 | Fluo-8 calcium fluorescence; normalized: DMSO 0%, oxytocin 100% | activation, % at 3 µM | 320,000 compounds, 0.32% hits | AID 2435, 2010;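 active means activation above the mean of all tested compounds plus 3 SD, cutoff set per screening run, cut at about 20% in these data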;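 further: peak over basal fluorescence ratio from a 100 s FLIPR kinetic read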
CHRM1 PAM = human M1 muscarinic receptor positive allosteric modulators, primary screen, CHO-K1 cells, Fluo-8 calcium fluorescence, 1536-well; Muscarinic acetylcholine receptor M1 (Homo sapiens), P11229; CHO-K1 hM1, ACh EC20; 0% = ACh EC20, 100% = maximal ACh; activation, % at 3 µM; 360,000 compounds, 0.088% hits; AID 588819, 2011; in the data active means activation above about 19%, passing the limit was not always enough
An asterisk follows results filed as active. An excerpt; count on the stated rates, not on these rows.

What do the screens show for `Cc1nn(Cc2ccccc2Cl)c(C)c1C(=O)OCC(=O)NC1CCCC(C)C1C` (stereo not given)?
CHO parental Ca: -7; OXTR potentiator: -12; V1R ag counter: 0.3; M1 ag: -6; TAAR1 antag: -4; TAAR1 agonist: 0; CHRM1 antagonist: -12; OXTR ag: -2.3; CHRM1 PAM: 0

Results for CCN1CCN(c2ncnc3ccc(Br)cc23)CC1 ?
CHO parental Ca: 1; OXTR potentiator: 1; V1R ag counter: 1.9; M1 ag: -6; TAAR1 antag: -4; TAAR1 agonist: 4; CHRM1 antagonist: 5; OXTR ag: 1.5; CHRM1 PAM: -9

What do the screens show for `Cc1c(N=Cc2c(O)n(Cc3ccccc3)c(=O)[nH]c2=O)c(=O)n(-c2ccccc2)n1C`?
CHO parental Ca: 0; OXTR potentiator: -10; V1R ag counter: 0.2; M1 ag: -12; TAAR1 antag: -11; TAAR1 agonist: 7; CHRM1 antagonist: 10; OXTR ag: 0.2; CHRM1 PAM: -26

How did CSc1ccc(C(=O)C2CCCN(Cc3cc4ccccc4[nH]3)C2)cc1 (stereo not given) do in these assays?
CHO parental Ca: 6; OXTR potentiator: -13; V1R ag counter: 6.9; M1 ag: -12; TAAR1 antag: 7; TAAR1 agonist: 17; CHRM1 antagonist: 8; OXTR ag: 9.2; CHRM1 PAM: -14

What do the screens show for `O=c1cccc2n1CC1CC2CN(Cc2c(F)cccc2Cl)C1` (stereo not given)?
CHO parental Ca: -9; OXTR potentiator: 6; V1R ag counter: -1.1; M1 ag: -4; TAAR1 antag: 13; TAAR1 agonist: 15; CHRM1 antagonist: 10; OXTR ag: 0.6; CHRM1 PAM: -7

How did CCC(=O)c1cn(Cc2ccccc2C#N)c2ccccc12 do in these assays?
CHO parental Ca: -10; OXTR potentiator: 4; V1R ag counter: 0.3; M1 ag: -6; TAAR1 antag: -12; TAAR1 agonist: 6; CHRM1 antagonist: 0; OXTR ag: -1.1; CHRM1 PAM: -3

How did COC(=O)C1=C(c2ccccc2OCc2ccccc2)C[C@@H]2CC[C@H]1N2C(=O)NCc1cccc(C(F)(F)F)c1 do in these assays?
CHO parental Ca: -21; OXTR potentiator: -8; V1R ag counter: 2.8; M1 ag: -5; TAAR1 antag: 36; TAAR1 agonist: 10; CHRM1 antagonist: 0; OXTR ag: 3.5; CHRM1 PAM: 4

Results for CC(C)n1c(O)c(C=NCc2ccccc2)c(=O)[nH]c1=S ?
CHO parental Ca: -19; OXTR potentiator: 1; V1R ag counter: 3.7; M1 ag: -4; TAAR1 antag: -6; TAAR1 agonist: 2; CHRM1 antagonist: -3; OXTR ag: -0.1; CHRM1 PAM: 1

How did COc1cc(C[C@@H](C)N)c(OC)cc1I do in these assays?
CHO parental Ca: -13; OXTR potentiator: -3; V1R ag counter: 1.8; M1 ag: 13; TAAR1 antag: -7; TAAR1 agonist: 22; CHRM1 antagonist: -13; OXTR ag: 3.1; CHRM1 PAM: -4

What do the screens show for `Cc1ccccc1-c1ccc2c(c1)CNCc1cnnn1-2`?
M1 ag: -9; TAAR1 antag: 0; TAAR1 agonist: 2; CHRM1 antagonist: -3; CHRM1 PAM: 4

Results for COc1ccc2nc3c(C)n(C)ccc-3c2c1 ?
M1 ag: -5; TAAR1 antag: 10; TAAR1 agonist: 0; CHRM1 antagonist: -8; CHRM1 PAM: 3

What do the screens show for `CN(C)C(=O)Oc1ccc([N+](=O)[O-])cc1`?
CHO parental Ca: 2; OXTR potentiator: 3; V1R ag counter: 0.3; M1 ag: -2; TAAR1 antag: 1; TAAR1 agonist: 0; CHRM1 antagonist: -5; OXTR ag: -0.2; CHRM1 PAM: 5

How did COC(=O)C1=C(c2ccc(F)cc2OCc2ccccc2)C[C@@H]2CC[C@H]1N2C(=O)NCCCc1ccccc1 do in these assays?
CHO parental Ca: -24; OXTR potentiator: -2; V1R ag counter: 3.9; M1 ag: -3; TAAR1 antag: 30; TAAR1 agonist: 6; CHRM1 antagonist: 9; OXTR ag: 3.0; CHRM1 PAM: -4

What do the screens show for `CN1C(=O)N(C)C(=O)C(CCc2ccccn2)(CCc2ccccn2)C1=O`?
CHO parental Ca: -8; OXTR potentiator: -10; V1R ag counter: 0.4; M1 ag: -3; TAAR1 antag: 10; TAAR1 agonist: 7; CHRM1 antagonist: -7; OXTR ag: -0.1; CHRM1 PAM: 13

How did CCCCC/C(=N/O)c1c(C)[nH]c2ccccc12 do in these assays?
CHO parental Ca: 7; OXTR potentiator: -6; V1R ag counter: -0.8; M1 ag: -3; TAAR1 antag: -33; TAAR1 agonist: 4; CHRM1 antagonist: -10; OXTR ag: 1.3; CHRM1 PAM: 8

How did CC(C)Oc1ccc(CC2(CCc3ccncc3)C(=O)NC(=O)NC2=O)cc1 do in these assays?
CHO parental Ca: -4; OXTR potentiator: -2; V1R ag counter: 0.2; M1 ag: -2; TAAR1 antag: -2; TAAR1 agonist: 12; CHRM1 antagonist: -2; OXTR ag: -0.7; CHRM1 PAM: 2

What do the screens show for `Cc1cc2oc(=O)cc(-c3cc4ccccc4o3)c2cc1OC(=O)N(C)C`?
CHO parental Ca: 7; OXTR potentiator: -10; V1R ag counter: 0.2; M1 ag: -3; TAAR1 antag: -25; TAAR1 agonist: 2; CHRM1 antagonist: -1; OXTR ag: -1.3; CHRM1 PAM: -1

How did COC(=O)C1=C(c2ccccc2)C[C@@H]2CC[C@H]1N2C(=O)NCCO do in these assays?
CHO parental Ca: 1; OXTR potentiator: 4; V1R ag counter: 0.9; M1 ag: -5; TAAR1 antag: 7; TAAR1 agonist: 11; CHRM1 antagonist: -6; OXTR ag: 0.5; CHRM1 PAM: 9

Results for COC(=O)C1=C(c2ccc(S(C)(=O)=O)cc2)C[C@@H]2CC[C@H]1N2C(=O)NC1CCCCC1 ?
CHO parental Ca: -8; OXTR potentiator: -6; V1R ag counter: -1.0; M1 ag: -3; TAAR1 antag: -17; TAAR1 agonist: 3; CHRM1 antagonist: 3; OXTR ag: -1.9; CHRM1 PAM: 8

Results for CCOP(=S)(OCC)Oc1nc(Cl)c(Cl)cc1Cl ?
CHO parental Ca: -19; OXTR potentiator: -5; V1R ag counter: 0.3; M1 ag: -4; TAAR1 antag: 12; TAAR1 agonist: -1; CHRM1 antagonist: -16; OXTR ag: -2.1; CHRM1 PAM: 10

What do the screens show for `CCCCn1c(=O)c(C(=O)Nc2ccccc2S(N)(=O)=O)c(O)c2ccccc21`?
CHO parental Ca: -21; OXTR potentiator: -6; V1R ag counter: 0.8; M1 ag: -4; TAAR1 antag: -13; TAAR1 agonist: 4; CHRM1 antagonist: -19; OXTR ag: 0.5; CHRM1 PAM: 12

Results for Cc1cc(/C=C2/C(=O)NC(=O)N(C)C2=O)c(C)n1-c1ccccc1 ?
CHO parental Ca: -12; OXTR potentiator: -12; V1R ag counter: -0.7; M1 ag: 0; TAAR1 antag: -19; TAAR1 agonist: 5; CHRM1 antagonist: 19; OXTR ag: 0.0; CHRM1 PAM: -5

Results for O=c1[nH]cc(COCC(F)(F)C(F)(F)C(F)(F)F)c(=O)[nH]1 ?
CHO parental Ca: 0; OXTR potentiator: 3; V1R ag counter: 0.7; M1 ag: -5; TAAR1 antag: -7; TAAR1 agonist: 3; CHRM1 antagonist: 0; OXTR ag: 1.4; CHRM1 PAM: -4

What do the screens show for `COc1cccc(-n2nc(C(=O)N3CCC4(CC3)OCCO4)c3ccccc3c2=O)c1`?
CHO parental Ca: -13; OXTR potentiator: 1; V1R ag counter: 0.8; M1 ag: -1; TAAR1 antag: 14; TAAR1 agonist: 10; CHRM1 antagonist: 2; OXTR ag: 0.8; CHRM1 PAM: -4

Results for COc1cc(C2(C#N)CCN(C)CC2)cc(OC)c1OC ?
M1 ag: -2; TAAR1 antag: -4; TAAR1 agonist: 4; CHRM1 antagonist: -14; CHRM1 PAM: -1

What do the screens show for `CN(C)C1(CNC(=O)c2ccc(Cl)c(S(=O)(=O)NCc3ccco3)c2)CCCCC1`?
CHO parental Ca: -12; OXTR potentiator: -9; V1R ag counter: 0.2; M1 ag: -5; TAAR1 antag: 2; TAAR1 agonist: 9; CHRM1 antagonist: -4; OXTR ag: 0.5; CHRM1 PAM: 5

How did O=C1C(=O)c2ccccc2-c2ccccc21 do in these assays?
CHO parental Ca: -18; OXTR potentiator: -14; V1R ag counter: 1.1; M1 ag: 2; TAAR1 antag: -4; TAAR1 agonist: 6; CHRM1 antagonist: -8; OXTR ag: -0.7; CHRM1 PAM: -1

Results for CSC(=Nc1ccccc1)c1c(O)n(C)c(=O)n(C)c1=O ?
CHO parental Ca: -7; OXTR potentiator: -2; V1R ag counter: -0.2; M1 ag: -2; TAAR1 antag: 0; TAAR1 agonist: 5; CHRM1 antagonist: -3; OXTR ag: 0.3; CHRM1 PAM: -9

Results for CC(NC(=O)Oc1ccccc1)C(c1cccs1)N1CCOCC1 (stereo not given) ?
CHO parental Ca: -4; OXTR potentiator: 0; V1R ag counter: 0.6; M1 ag: -3; TAAR1 antag: -15; TAAR1 agonist: 8; CHRM1 antagonist: -7; OXTR ag: -0.5; CHRM1 PAM: 3

How did CNCC(O)c1ccc(O)cc1 (stereo not given) do in these assays?
CHO parental Ca: 0; OXTR potentiator: 8; V1R ag counter: 1.0; M1 ag: -3; TAAR1 antag: -17; TAAR1 agonist: 25; CHRM1 antagonist: -25; OXTR ag: 0.4; CHRM1 PAM: -3
